JMJD2E inh: qHTS Assay for Inhibitors of Human Jumonji Domain Containing 2E (JMJD2E) | Lysine-specific demethylase 4E (Homo sapiens), B2RXH2 | JMJD2E catalytic domain, FDH-coupled NADH fluorescence (FDH is formaldehyde dehydrogenase) | Potency, µM (series often up to 57.1 µM), for the others: at the highest dose activity change, negative = inhibition, usual class: inhibitors | actives 1.6% (n = 230,000) | AID 2147, 2009; active = well fitted inhibition curve with a large enough effect, not every such curve was filed as active; inconclusive = small, poorly fitted or top-dose-only effect, or another doubt; inactive = no such curve, though single readings can be large or run the other way;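 also: 0% = wells with enzyme and -100% = buffer wells without enzyme; nearly all actives have a fitted effect of over 50% in size; many of its hits are not listed in these tables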
TR SRC2 fluor cs: Total Fluorescence Counterscreen for Inhibitors of the Interaction of Thyroid Hormone Receptor and Steroid Receptor Coregulator 2; actives 0.29% (n = 280,000); TRb/SRC2 Texas Red total fluorescence interference; Potency, µM (highest dose often 106 µM), without a hit: at the top dose fluorescence change, negative = quenching; active = well fitted curve in either direction with a large enough effect; inconclusive = small, poorly fitted or top-dose-only effect
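Flags fluorescent or light-absorbing compounds by total fluorescence, S + 2P, at 555 nm excitation and 632 nm emission. Mixture: 20 nM Texas Red SRC2 peptide, 0.6 uM human TRb LBD, 1 uM T3, 5% DMSO; compound exposure 5 h at ambient temperature.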
RECQ1 inh: qHTS Assay for Inhibitors of RecQ-Like Dna Helicase 1 (RECQ1) | ATP-dependent DNA helicase Q1 (Homo sapiens), P46063 | RECQ1 DNA unwinding, red fluorescence kinetic read | Potency, µM (series often up to 57.3 µM), for the others: top-dose activity, negative = inhibition, actives largely listed as inhibitors | AID 2549, 2010 | actives 0.54% (n = 240,000);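 also: plate controls were vehicle for no effect and no enzyme for full effect; nearly all actives have a fitted effect of over 30% in size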
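RECQ1T1 50 nM; forked duplex (20 bp + 30-nt ss tails) 200 nM, ATP 2 mM final; pH 8.0, 2 mM MgCl2, 2.5 ug/ml poly(dI-dC); 15 min compound preincubation; discontinuous kinetic read over 2 h at RT.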
TRb SRC2 PPI: qHTS for Inhibitors of the Interaction of Thyroid Hormone Receptor and Steroid Receptor Coregulator 2; actives 0.065% (n = 280,000); TRbeta-SRC2 peptide binding, fluorescence polarization; receptor liganded with 1 µM T3; Potency, µM (highest dose often 106 µM), inactives show top-dose activity change, negative = inhibition, hits mostly inhibitors;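 also: plate controls were bound peptide for no effect and peptide without receptor for full effect; nearly all actives have a fitted effect of over 50% in size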
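Human TRb LBD (0.6 uM) plus Texas Red-labeled SRC2 peptide (20 nM), 1uM T3, 5% DMSO, 5 hr at ambient temperature. Decreased polarization (555/632 nm) flags inhibition; data normalized to free and bound peptide controls.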
Tau fibril ThT: qHTS for Inhibitors of Tau Fibril Formation, Thioflavin T Binding; Microtubule-associated protein tau (Homo sapiens), P10636; recombinant tau K18 P301L, heparin-induced fibrillization, ThT fluorescence; Potency, µM (highest dose often 57.4 µM), without a hit: top-dose activity, negative = inhibition, most hits filed as inhibitors; actives 2.1% (n = 270,000); AID 1460, 2008; also: nearly all actives have a fitted effect of over 55% in size
Target sequence (P10636 561-689 P618L limits assumed): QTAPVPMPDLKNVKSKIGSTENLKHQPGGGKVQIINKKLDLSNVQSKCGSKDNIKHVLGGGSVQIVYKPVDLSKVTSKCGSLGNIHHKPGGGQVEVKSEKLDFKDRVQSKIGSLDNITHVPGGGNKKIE
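Aggregation was driven by heparin (20 uM final) acting on recombinant tau […] bearing P301L in 100 mM sodium acetate pH 7; fibrils were detected with Thioflavin T.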
Tau FP inhib: qHTS for Inhibitors of Tau Fibril Formation, Fluorescence Polarization | actives 0.39% (n = 280,000) | Potency, µM (highest dose often 57.7 µM), for the others: at the highest dose activity, negative = inhibition, actives largely listed as inhibitors | Microtubule-associated protein tau (Homo sapiens), P10636 | AID 1468, 2008 | K18 P301L tau heparin fibrillization, Alexa594 FP, 6 h; also: nearly all actives have a fitted effect of over 55% in size
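Heparin (20 uM) drove fibril formation of recombinant tau K18 P301L, 15 uM unlabeled with 0.24 uM Alexa 594 label, for 6 hr at 37 C in 100 mM sodium acetate pH 7. Fluorescence polarization (555/632 nm) read 1 hr after 30 uM ThT.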
GoLoco inh red: qHTS Assay for Inhibitors of RGS12 GoLoco Motif Activity (Red Fluorophore); actives 0.44% (n = 230,000); AID 880, 2007; Potency, µM (doses to about 61.6 µM), inactives show at the highest dose activity, negative = inhibition, actives largely listed as inhibitors; Gai1:RGS12 GoLoco peptide FP, rhodamine, 10 min; Guanine nucleotide-binding protein G(i) subunit alpha-1 (Homo sapiens), P63096; active = well fitted inhibition curve with a large enough effect, not every such curve was filed as active; inactive = no such curve, though single readings can be large or run the other way; also: nearly all actives have a fitted effect of over 30% in size; many of its hits are not listed in these tables
L3MBTL1 block: qHTS Assay for the Inhibitors of L3MBTL1 | AID 485360, 2010 | actives 0.66% (n = 230,000) | Lethal(3)malignant brain tumor-like protein 1 (Homo sapiens), Q9Y468 | AlphaScreen L3MBTL1–H3K9me1 peptide binding | Potency, µM (highest dose often 57.1 µM), for inactives: at the top dose activity, negative = inhibition, most hits filed as inhibitors; also: nearly all actives have a fitted effect of over 60% in size
Target sequence (Q9Y468 whole entry, looked up): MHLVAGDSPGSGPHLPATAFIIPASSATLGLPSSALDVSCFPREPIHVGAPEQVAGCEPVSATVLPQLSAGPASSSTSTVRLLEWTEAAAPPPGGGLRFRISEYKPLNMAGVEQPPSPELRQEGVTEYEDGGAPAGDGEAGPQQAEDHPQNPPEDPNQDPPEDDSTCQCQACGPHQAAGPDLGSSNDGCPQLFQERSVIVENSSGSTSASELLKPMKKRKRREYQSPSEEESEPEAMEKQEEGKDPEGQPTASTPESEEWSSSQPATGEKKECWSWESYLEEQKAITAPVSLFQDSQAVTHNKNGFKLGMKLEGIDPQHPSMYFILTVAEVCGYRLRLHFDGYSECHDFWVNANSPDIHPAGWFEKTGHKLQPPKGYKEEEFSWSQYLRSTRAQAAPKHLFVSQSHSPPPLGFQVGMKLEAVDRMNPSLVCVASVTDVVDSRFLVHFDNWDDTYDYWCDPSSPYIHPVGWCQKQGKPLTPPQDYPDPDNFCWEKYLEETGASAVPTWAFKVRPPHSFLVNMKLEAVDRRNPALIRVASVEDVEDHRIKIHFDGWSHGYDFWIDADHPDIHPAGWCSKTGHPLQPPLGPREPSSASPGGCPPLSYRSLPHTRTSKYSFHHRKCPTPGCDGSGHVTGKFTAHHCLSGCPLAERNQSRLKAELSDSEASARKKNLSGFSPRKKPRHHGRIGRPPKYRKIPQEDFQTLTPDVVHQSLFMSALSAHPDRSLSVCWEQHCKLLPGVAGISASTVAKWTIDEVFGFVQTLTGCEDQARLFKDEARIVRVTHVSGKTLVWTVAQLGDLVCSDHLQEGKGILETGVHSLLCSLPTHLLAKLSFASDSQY
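L3MBTL1 (50 nM) pre-complexed 30 min with biotinylated H3(1-15)K9me1 peptide (75 nM), then compounds added for 30 min at room temperature; AlphaScreen streptavidin donor/nickel chelate acceptor beads (10 ug/mL final) read after 30 min dark incubation.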
* hit, by the source's call; i = inactive; ? = inconclusive; . = not tested or not shown; [ ] = remark or other dose. Unless noted, calls follow the shape of the dose curve; as a rule, active = well fitted curve in the direction sought with a large enough effect; inconclusive = small, poorly fitted or top-dose-only effect, or another doubt; inactive = no such curve, though single readings can be large; an effect the other way counts as inactive or inconclusive. Unless noted, % is scaled to controls: 0 for no effect and ±100 for the full control effect; potency is read from the fitted curve at half-maximal effect. The list is partial; the hit share may differ from the screen's.

canonical_smiles	JMJD2E inh	TR SRC2 fluor cs	RECQ1 inh	TRb SRC2 PPI	Tau fibril ThT	Tau FP inhib	GoLoco inh red	L3MBTL1 block
CC(C)OC(=O)CSc1nc(Cc2cccs2)nc2ccccc12	-5%	-4%	-10%	2%	?	2%	32%[activator]	31%[activator]
CC1CCN(C(=O)COc2cccc3c2CCN(Cc2ccccc2)C3=O)CC1	5%	-6%	i	-5%	-13%	2%	2%	.
Cc1cccc(C)c1OCCSc1n[nH]c(N)n1	9%	1%	i	-3%	-4%	1%	-3%	.
Cc1ccccc1NC(=S)NCCc1ccccn1	1%	2%	i	1%	-7%	-1%	6%	-2%
Clc1ccc(CSc2nncn2-c2ccccn2)cc1	8%	-10%	-6%	-3%	-8%	2%	2%	.
CCn1c(CC(=O)Nc2cccc(OC)c2)nnc1SCC(=O)N1CCN(c2ccccc2)CC1	1%	-1%	-5%	3%	-17%	3%	10%	24%[11.4 µM]
COC(=O)CCN(C(=O)c1ccc(OC(C)=O)cc1)c1ccccn1	4%	-3%	-1%	-16%	-8%	4%	2%	6%
CCCC1c2ccc(C)n2CCN1C(=O)Nc1ccc(F)cc1 (stereo unspecified)	?	0%	-2%	-3%	?	-6%	9%	-5%

Quoted from the listing:
COC(=O)CCN(C(=O)c1ccc(OC(C)=O)cc1)c1ccccn1 in TRb SRC2 PPI shows -16%
CC1CCN(C(=O)COc2cccc3c2CCN(Cc2ccccc2)C3=O)CC1 in Tau FP inhib shows 2%
Clc1ccc(CSc2nncn2-c2ccccn2)cc1 in Tau FP inhib shows 2%

(further entries)
canonical_smiles	JMJD2E inh	TR SRC2 fluor cs	RECQ1 inh	TRb SRC2 PPI	Tau fibril ThT	Tau FP inhib	GoLoco inh red	L3MBTL1 block
CCOc1ccc(S(=O)(=O)n2cc(-c3ccc(F)cc3)c(N)n2)cc1	-1%	0%	-14%	-4%	-2%	-1%	4%	.
Cc1c2cnn(CC(=O)NCc3ccccc3)c(=O)c2c(C)n1Cc1cccc(Cl)c1	.	0%	.	-4%	?	-14%	.	.
CCOc1ccc(CN2CCN(Cc3cnc(-c4ccccc4)s3)CC2CCO)cc1 (stereo unspecified)	5%	1%	16%	3%	10%	-3%	24%	-5%
O=C(OC(C(=O)NCC1CCCO1)c1ccccn1)c1cccs1 (stereo unspecified)	1%	-5%	-1%	3%	-3%	0%	-3%	.
COC(=O)C1=C(C(=O)OC)[C@@H]2N(C)c3ccc(OC)cc3[C@@]23C[C@@H](C(=O)OC)N(S(=O)(=O)c2ccc(C)cc2)C3=N1	10%[11.4 µM]	-2%[11.2 µM]	-9%[11.5 µM]	7%[11.2 µM]	1%[11.5 µM]	-1%[11.6 µM]	1%[14.2 µM]	.
Cc1ncc([N+](=O)[O-])n1CCOC(=O)C12CC3CC(CC(C3)C1)C2	5%	-2%	-4%	-6%	3%	-5%	-12%	-2%[11.4 µM]
CCC/C=C(\CCC)C(NC(=O)c1cccs1)c1ccc(C(=O)OC)cc1 (stereo unspecified)	-1%	0%	i	-5%	-15%	3%	2%	.
CCOc1ccc2nc(NC(=O)c3ccccn3)sc2c1	6%	3%	20%	3%	?	-7%	6%	.

Next section:
canonical_smiles	JMJD2E inh	TR SRC2 fluor cs	RECQ1 inh	TRb SRC2 PPI	Tau fibril ThT	Tau FP inhib	GoLoco inh red	L3MBTL1 block
CC1CN(Cc2nc3c(c(=O)n(C)c(=O)n3C)n2Cc2ccccc2)CC(C)O1 (stereo unspecified)	5%	1%	-1%	6%	-8%	-8%	-1%	.
O=C1/C(=C/c2ccccc2)CCC1C1CCCC1 (stereo unspecified)	-3%	-3%	-2%	-8%	?	-1%	3%	3%
O=C(NCc1ccccn1)c1ccc(Br)s1	11%	3%	-1%	1%	-4%	-10%	6%	-6%
Cc1ccc(N(C)S(=O)(=O)c2nnc(NC(=O)CC(C)C)s2)cc1	.	-4%	.	2%	?	4%	.	.
CCOC(=O)N1CCN(c2cc(=O)n(-c3ccccc3Cl)c(=O)[nH]2)CC1	-4%	-1%	-3%	6%	?	4%	-7%	9%
Cc1ccc2nc3c(cc(C(=O)NC4CCCC4)c(=N)n3CCCn3ccnc3)c(=O)n2c1	?	-1%	-1%	-6%	-1%	4%	18%	-4%
CC(=O)Nc1cccc(-c2nnc(SCC(=O)n3c4c(c5ccccc53)CCCC4)n2C)c1	-2%	1%	12%	-16%	?	-14%	21%	.
O=C(c1ccc2c(c1)N(Cc1ccc(Cl)cc1)C(=O)c1ccccc1S2=O)N1CCCCC1 (stereo unspecified)	.	7%	.	-5%	-16%	3%	.	.

Complete entries, quoted from the list:
`O=C1/C(=C/c2ccccc2)CCC1C1CCCC1` (stereo unspecified) as listed: JMJD2E inh = -3%; TR SRC2 fluor cs = -3%; RECQ1 inh = -2%; TRb SRC2 PPI = -8%; Tau fibril ThT = ?; Tau FP inhib = -1%; GoLoco inh red = 3%; L3MBTL1 block = 3%
`Cc1ccc2nc3c(cc(C(=O)NC4CCCC4)c(=N)n3CCCn3ccnc3)c(=O)n2c1` as listed: JMJD2E inh = ?; TR SRC2 fluor cs = -1%; RECQ1 inh = -1%; TRb SRC2 PPI = -6%; Tau fibril ThT = -1%; Tau FP inhib = 4%; GoLoco inh red = 18%; L3MBTL1 block = -4%

Additional structures follow:
canonical_smiles	JMJD2E inh	TR SRC2 fluor cs	RECQ1 inh	TRb SRC2 PPI	Tau fibril ThT	Tau FP inhib	GoLoco inh red	L3MBTL1 block
COC(=O)c1c(-c2cccc(C)c2)csc1N	2%	-3%	-3%	7%	-11%	15%	10%	.
Cc1c(C(=O)OCC(=O)N(C)C2CCS(=O)(=O)C2)oc2ccc(Br)cc12 (stereo unspecified)	-11%	-2%	-5%	7%	-14%	4%	14%	-6%
CCC1(C)Cc2nc3sc(C(=O)O)c(N)c3cc2CO1 (stereo unspecified)	?	0%	1%	-12%	-18%	-1%	26%	-9%
Cc1ccc(Cn2ccc(NC(=O)c3cc(C4CC4)on3)n2)cc1	-3%	-1%	-4%	4%	-3%	9%	0%	-1%
Cc1ccccc1S(=O)(=O)Cc1ccc(C(=O)NCc2ccccc2Cl)o1	.	-1%	.	-1%	-5%	2%	.	.
O=C1CC(c2ccccc2)CC(O)=C1C=NCc1ccc(Cl)c(Cl)c1 (stereo unspecified)	4%	-1%	4%	-10%	-7%	-1%	0%	6%
Cn1cccc1/C=C1/SC(=O)N(CC(=O)N2CCCC2)C1=O	-2%	-1%	-8%	4%	-4%	-7%	3%	.
CCOc1cc(N2CCOCC2)c(OCC)cc1NC(=O)c1ccc(C)cc1	?	-1%	3%	4%	-6%	9%	-13%	?

More records
canonical_smiles	JMJD2E inh	TR SRC2 fluor cs	RECQ1 inh	TRb SRC2 PPI	Tau fibril ThT	Tau FP inhib	GoLoco inh red	L3MBTL1 block
CCOC(=O)c1oc2ccccc2c1NC(=O)CCl	-16%	1%	-4%	-11%	0%	2%	2%	7%
COc1cccc(/C=N/Nc2ncnc(Cl)c2N)c1O	25µM*	-1%[53 µM]	-3%	-5%[53 µM]	?	16%	6%	20µM*
COc1ccc(CN(C)CC(=O)NC(=O)NCc2ccccc2)cc1OC	-2%	0%	9%	2%	-9%	1%	-2%	-5%
CCn1c(SCC(=O)C(C)(C)C)nnc1-c1ccccc1OC	-3%	0%	-7%	1%	0%	0%	-2%	-5%
CCc1ccc[n+](-c2nc([O-])sc2C=O)c1	1%	1%	10%	0%	0%	-4%	12%	8%
CCOCCc1nn2c(=O)cc(COC(=O)c3ccccc3NC(=O)CC(C)C)nc2s1	.	0%	.	-1%	4%	1%	.	.
Cc1ccc([N+](=O)[O-])c(C(=O)Nc2cccnc2Cl)c1	6%	-1%	i	-5%	1%	-10%	3%	-23%
CC1SC(=NC(=O)C(C)N2C(=O)c3ccccc3C2=O)NC1=O (stereo unspecified)	-3%	0%	-2%	-9%	?	?	-1%	7%

The list continues:
canonical_smiles	JMJD2E inh	TR SRC2 fluor cs	RECQ1 inh	TRb SRC2 PPI	Tau fibril ThT	Tau FP inhib	GoLoco inh red	L3MBTL1 block
COc1cc(S(=O)(=O)N2CCOCC2)ccc1NC(=O)COC(=O)c1ccccn1	7%	-3%	-5%	3%	0%	-3%	-2%	0%
O=C(N/N=C1/C[C@@H](O)[C@@H](O)[C@@H]2[C@H]3C(=O)N(c4ccc(F)cc4F)C(=O)[C@@H]3CC[C@H]12)OCc1ccccc1	.	-22%[11.2 µM]	i[11.5 µM]	1%[11.2 µM]	-1%[11.5 µM]	11%[11.6 µM]	.	.
S=C(NC1CCCC1)N1CCOCC1	-2%	0%	10%	-6%	6%	5%	3%	8%
COc1ccccc1Oc1ccc(N/C=C/C(=O)C(C)(C)C)cc1	-7%	-1%	i	4%	-10%	8%	11%	6%
Cc1cc(C(=O)COc2cccc3cccnc23)c(C)n1C	-28%	3%	-18%	7%	?	2%	-10%	11µM*
CCC(=O)Nc1ccc(-c2nnc(SCC(=O)N3CCCCC3)n2C)cc1	5%	1%	i	-1%	?	-6%	-4%	.
O=C(Nc1ccc2c(c1)OCO2)c1cnn2c1NC(c1ccco1)CC2C(F)(F)F (stereo unspecified)	-17%	1%	-14%	8%	-17%	3%	216%[activator]	-5%
O=C(O)c1ccc(-n2[nH]c3c(c2=O)CCCC3)cc1	5%	-2%	i	-6%	-13%	-8%	-6%	?

Assay outcomes deposited in PubChem by National Center for Advancing Translational Sciences (NCATS).
